Assay outcomes as filed in PubChem BioAssay.
TexasRed fluor: Texas Red fluorescence interference in TRb-SRC2 counter-screen; TRb/SRC2 Texas Red total fluorescence interference; Potency, µM (highest dose often 106 µM), without a hit: at the top dose fluorescence change, negative = quenching; 280,000 compounds, 0.29% hits; AID 1479; active = well fitted curve in either direction with a large enough effect; inconclusive = small, poorly fitted or top-dose-only effect; also: potency is read from the fitted curve at half-maximal effect; % is scaled to controls: 0 for no effect and ±100 for the full control effect
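Human TRβ ligand-binding domain (0.6 uM) and Texas Red SRC2 peptide (20 nM) in Tris buffer with 1 uM T3 and 5% DMSO were incubated with pinned compound for 5 hr at ambient temperature. Total fluorescence was computed as S + 2P (555/632 nm).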
Epigenetic reg: epigenetic control regulation, reporter derepression; murine LDR cells, GFP reporter derepression, 30 h; Potency, µM (titrated, usually from 53.9 µM), without a hit: at the top dose GFP activation, actives largely listed as activators; 280,000 compounds, 0.2% hits; also: potency is read from the fitted curve at half-maximal effect; % of control where 0% means no effect; nearly all actives have a fitted effect of over 60% in size
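Murine LDR cells bearing a silenced CMV-driven GFP reporter were exposed to compound for 30 h at 37 C. After PBS washes, GFP-positive cells (20-120 um objects) counted by laser-scanning microplate cytometry.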
CBFb RUNX1 block: blocks binding between human CBF-beta and RUNX1 | AlphaScreen CBFb-His/RUNX1-biotin binding, biochemical | Potency, µM (highest dose often 59.8 µM), without a hit: at the top dose activity, negative = inhibition, most hits filed as inhibitors | 230,000 tested, under 10 active | AID 1477; also: % of control where 0% means no effect
Target sequence (Q01196 whole entry, looked up): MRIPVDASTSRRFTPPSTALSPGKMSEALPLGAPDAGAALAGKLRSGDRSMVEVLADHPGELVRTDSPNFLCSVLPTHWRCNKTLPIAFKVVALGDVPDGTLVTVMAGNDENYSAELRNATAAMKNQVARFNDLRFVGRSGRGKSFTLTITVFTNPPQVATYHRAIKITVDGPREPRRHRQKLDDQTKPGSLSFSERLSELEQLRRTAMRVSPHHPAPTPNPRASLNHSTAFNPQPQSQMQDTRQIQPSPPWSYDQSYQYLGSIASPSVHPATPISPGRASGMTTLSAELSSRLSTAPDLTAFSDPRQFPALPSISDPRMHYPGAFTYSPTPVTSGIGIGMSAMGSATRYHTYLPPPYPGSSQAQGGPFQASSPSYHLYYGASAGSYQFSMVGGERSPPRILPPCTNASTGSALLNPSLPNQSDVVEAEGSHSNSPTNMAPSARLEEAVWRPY
Target sequence (Q13951 whole entry, looked up): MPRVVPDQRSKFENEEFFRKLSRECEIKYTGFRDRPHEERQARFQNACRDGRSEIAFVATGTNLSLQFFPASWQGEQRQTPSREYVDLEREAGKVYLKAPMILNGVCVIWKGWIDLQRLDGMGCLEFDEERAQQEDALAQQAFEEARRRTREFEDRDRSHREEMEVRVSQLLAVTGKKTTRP
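His-tagged CBF-beta and biotinylated RUNX1 (30 nM each) were premixed 20 min at room temperature, exposed to compound for 15 min, then given nickel-chelate and streptavidin AlphaScreen beads (50 ng each). After 90 min, AlphaScreen signal was read.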
Tau fluor cs: counter-screen for tau fibril formation inhibitors | tau K18 P301L Alexa594 fluorescence, heparin fibrillization | Potency, µM (series often up to 57.7 µM), for inactives: at the top dose activity change, negative = decrease | 280,000 compounds, 0.93% hits | AID 1463; also: potency is read from the fitted curve at half-maximal effect; % is scaled to controls: 0 for no effect and ±100 for the full control effect; nearly all actives have a fitted effect of over 55% in size
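Human tau K18 P301L (15 uM unlabeled, 0.24 uM Alexa 594-labeled) in 100 mM sodium acetate pH 7 with 20 uM heparin, 6 hr at 37 C. ThT 30 uM added, 1 hr ambient; Alexa 594 FP and total fluorescence read at 555/632 nm.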
GLA spleen mod: alpha-galactosidase A (human) modulation. P06280. human spleen homogenate, 4MU-alpha-Gal fluorescence, 40 min. 240,000 compounds, 0.008% hits. Potency, µM (highest dose often 80 µM), inactives show at the highest dose activity change, negative = inhibition, actives largely listed as inhibitors;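 also: potency is read from the fitted curve at half-maximal effect; 0% = enzyme with vehicle and -100% = no enzyme basal signal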
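Fluorogenic readout (Ex 365/Em 440 nm) of 4-methylumbelliferone released from 1 mM 4-MU-alpha-galactoside by spleen homogenate, 40 min at 37C, pH 5.0. Data normalized to no-enzyme and enzyme controls; Hill-equation AC50 from compound titrations.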
Tau FP inhib: blocks human tau fibril formation measured by polarization; P10636; K18 P301L tau heparin fibrillization, Alexa594 FP, 6 h; Potency, µM (doses to about 57.7 µM), inactives show at the highest dose activity, negative = inhibition, hits mostly inhibitors; 280,000 compounds, 0.39% hits; also: potency is read from the fitted curve at half-maximal effect; % is scaled to controls: 0 for no effect and ±100 for the full control effect; nearly all actives have a fitted effect of over 55% in size
Target sequence (P10636 561-689 P618L limits assumed): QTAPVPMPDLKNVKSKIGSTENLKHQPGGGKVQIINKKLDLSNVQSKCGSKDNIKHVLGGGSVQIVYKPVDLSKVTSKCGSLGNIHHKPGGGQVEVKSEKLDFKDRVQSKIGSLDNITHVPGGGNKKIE
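FP of Alexa 594-tau after heparin (20 uM) induction. Substrate: human K18 P301L, 15 uM unlabeled, 0.24 uM labeled. Buffer 100 mM sodium acetate pH 7. 6 hr, 37 C.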
TRb-SRC2 inh: inhibitors of human thyroid hormone receptor beta-SRC2 interaction; TRbeta-SRC2 peptide binding, fluorescence polarization; receptor liganded with 1 µM T3; Potency, µM (highest dose often 106 µM), inactives show at the highest dose activity change, negative = inhibition, most hits filed as inhibitors; 280,000 compounds, 0.065% hits;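 also: potency is read from the fitted curve at half-maximal effect; plate controls were bound peptide for no effect and peptide without receptor for full effect; nearly all actives have a fitted effect of over 50% in size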
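Fluorescence polarization of 20 nM Texas Red SRC2 peptide (20-aa NR interaction domain) bound to 0.6 uM human TRb ligand-binding domain, with 1 uM T3, after 5 hr at ambient temperature; inhibition seen as decreased polarization.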
NPSR antag: neuropeptide S receptor (human) antagonism, cAMP. 220,000 compounds, 1% hits. Potency, µM (series often up to 38.3 µM), for inactives: top-dose activity change, negative = inhibition, actives largely listed as inhibitors. CHO-NPSR cells, cAMP TR-FRET, antagonist mode. AID 1461. Q6W5P4; also: potency is read from the fitted curve at half-maximal effect; % is scaled to controls: 0 for no effect and ±100 for the full control effect; nearly all actives have a fitted effect of over 50% in size; many of its hits are not listed in these tables
An asterisk follows results filed as active; ? = inconclusive; / = not tested or not shown; [ ] = remark or other dose. Unless noted, calls follow the shape of the dose curve; as a rule, active = well fitted curve in the direction sought with a large enough effect; inconclusive = small, poorly fitted or top-dose-only effect, or another doubt; inactive = no such curve, though single readings can be large; an effect the other way counts as inactive or inconclusive.

1) COc1ccccc1CCn1c(N)c(C#N)c2nc3ccccc3nc21
2) CCN(CC(=O)NCc1ccc(F)cc1)C(=O)C1CCN(C(=O)Nc2ccccc2)CC1
3) COc1ccc(NC(=O)CC2C(=O)N(Cc3ccco3)C(=S)N2C(C)C)cc1 (stereo not given)
4) CCC(C)(C)NC(=S)Nc1ccc(-c2nc3ccc(C)cc3s2)cc1
5) CC(C)N(Cc1nc(-c2ccccc2)no1)C(=O)C(C)(C)C
6) O=C(CN1CCC(C(=O)c2ccc(F)cc2)CC1)Nc1ccccc1
entry no.	1	2	3	4	5	6
TexasRed fluor	4%	0%	-3%	0%	-1%	-2%
Epigenetic reg	?	-1.0%	-0.4%	0.0%	0.0%	-1.9%
CBFb RUNX1 block	22%	3%	-4%	-4%	1%	1%
Tau fluor cs	-20%	-5%	-5%	?	2%	-14%
GLA spleen mod	?	-2%	2%	5%	-4%	1%
Tau FP inhib	-11%	2%	1%	-8%	8%	-14%
TRb-SRC2 inh	?	-1%	-7%	4%	1%	-6%
NPSR antag	-13%[46.1 µM]	-8%[46.1 µM]	-3%	?	23%[46.1 µM]	-19%[46.1 µM]

7) O=S(=O)(NC1=NCCCCC1)c1ccc(Cl)cc1
8) CCCOC(=O)c1cccc(NC(=O)c2cccnc2)c1
9) Cc1ccccc1-n1c(-c2csc(C)c2C)n[nH]c1=S
10) O=C1c2ccccc2C(=O)N1CSc1nnc(Nc2ccccc2F)s1
11) Cc1cc(C)cc(NC(=O)C2CCN(S(=O)(=O)c3cn(C)cn3)CC2)c1
12) COc1cc2c(cc1OC)C(Cc1ccc(O)cc1)NCC2 (stereo not given)
entry no.	7	8	9	10	11	12
TexasRed fluor	1%	0%	-4%	4%	-2%	0%
Epigenetic reg	-0.3%	0.4%	-0.1%	2.6%	-1.9%	2.0%
CBFb RUNX1 block	-1%	0%	-3%	0%	/	5%[2.36 µM]
Tau fluor cs	-2%	3%	-6%	-21%	3%	-1%
GLA spleen mod	-3%	1%	-8%	-2%	/	10%
Tau FP inhib	-3%	-3%	0%	?	2%	9%
TRb-SRC2 inh	9%	-4%	-4%	-5%	3%	7%
NPSR antag	2%	-9%[46.1 µM]	-12%	-14%[46.1 µM]	/	11%

13) CC12CC3(C)CC(C)(C1)CC(C(N)=O)(C2)C3
14) Cc1ccc(NC(=O)Nc2csc3c2CCCC3)c(C)c1
15) Cc1nc2ccc(S(=O)(=O)N(CC(=O)Nc3ccc(Cl)cc3)Cc3ccccc3)cc2s1
16) CCOc1cc(C(=O)Nc2ccc(-c3nc4cc(Cl)ccc4o3)cc2)cc(OCC)c1OCC
17) CCCCNC(=O)CN1CCN(c2ccc(NC(=O)c3ccc(OC)cc3)cc2C(=O)O)CC1
18) Cc1cccc(NC(=O)/C(=C\c2cccs2)NC(=O)c2ccccc2)c1
entry no.	13	14	15	16	17	18
TexasRed fluor	-4%	3%	-1%	?	2%	0%
Epigenetic reg	1.2%	5.4%	0.8%	-1.6%	0.0%	4.6%
CBFb RUNX1 block	5%	/	/	/	/	8%
Tau fluor cs	-4%	-23%	-30%	-4%	3%	-9%
GLA spleen mod	2%	/	/	/	/	-3%
Tau FP inhib	0%	11%	-20%	-5%	3%	0%
TRb-SRC2 inh	1%	4%	1%	-13%	0%	?
NPSR antag	9%	/	/	/	/	7%[46.1 µM]

Down the list, as entered above:
TRb-SRC2 inh for entries 13–17 → 1%, 4%, 1%, -13%, 0%
Epigenetic reg for entries 13–17 → 1.2%, 5.4%, 0.8%, -1.6%, 0.0%
Tau FP inhib for entries 13–17 → 0%, 11%, -20%, -5%, 3%

Following part:
19) Cc1cc(NC(=O)CSc2ccc3c(c2)OCCO3)no1
20) COc1cc2[nH]c(=O)n(CCC(=O)N3CC=C(c4ccccc4)CC3)c(=O)c2cc1OC
21) CNc1nc(N)c([N+](=O)[O-])c(NCC2CCCO2)n1 (stereo not given)
22) Cc1ccc(S(=O)(=O)c2nc(N3CCOCC3)sc2Cl)cc1
23) CC1Cc2ccccc2N1C(=O)NC1CC(=O)N(c2ccc3c(c2)OCCO3)C1 (stereo not given)
24) O=C(CN1CCN(C2CCCCC2)CC1)Nc1ccc(Br)cc1
entry no.	19	20	21	22	23	24
TexasRed fluor	-3%	-7%	-2%	6%	-2%	3%
Epigenetic reg	1.9%	0.1%	8.6%	0.0%	-4.7%	1.1%
CBFb RUNX1 block	0%	3%	9%	2%	-2%	-1%
Tau fluor cs	-3%	-4%	-6%	-10%	-5%	1%
GLA spleen mod	4%	9%	12%	2%	6%	-2%
Tau FP inhib	4%	2%	-1%	-5%	6%	10%
TRb-SRC2 inh	-14%	0%	2%	1%	-2%	-4%
NPSR antag	-8%[46.1 µM]	-3%[46.1 µM]	10%	-21%[46.1 µM]	7%	7%

25) C=CCn1c(=N)c(C(=O)NCCCOC)cc2c(=O)n3cccc(C)c3nc21
26) CCC(CC)C(=O)Nc1cc([N+](=O)[O-])ccc1F
27) COc1nc2ccccc2nc1OC
28) Nn1c(Cc2cccc3ccccc23)nnc1SCC(=O)N1CC(=O)Nc2ccccc21
29) Cc1ccc(NC(=O)C2CCCCC2C(=O)O)cc1Cl (stereo not given)
30) Cc1cc(Cl)ccc1OCC(=O)NC(=S)Nc1ccccc1N1CCOCC1
entry no.	25	26	27	28	29	30
TexasRed fluor	0%	4%	0%	-3%	-1%	3%
Epigenetic reg	-1.0%	1.1%	-0.1%	-0.3%	2.1%	0.0%
CBFb RUNX1 block	-4%	0%	5%	-10%	1%	-2%
Tau fluor cs	-2%	-14%	6%	7%	7%	-1%
GLA spleen mod	?	9%	-5%	32%	9%	11%
Tau FP inhib	1%	2%	5%	7%	2%	-2%
TRb-SRC2 inh	6%	1%	3%	5%	1%	8%
NPSR antag	-3%[46.1 µM]	0%	-15%	9%[46.1 µM]	2%	-3%

31) Cc1ccc(OCC(=O)N/N=C2/SCC(=O)N2Cc2ccco2)cc1
32) Cc1ccc(NC(=O)c2sc(-n3nc(C)c(Cc4ccc(Cl)cc4)c3C)nc2C)cc1
33) O=c1c(-c2ccc(F)cc2)coc2cc(O)ccc12
34) CCc1ccccc1NC(=O)c1ccc2nc(C(C)C)oc2c1
35) CCC(=O)c1cn(CC(=O)NCc2cccnc2)c2ccccc12
36) O=C(c1ccc2c(c1)[nH]c(=S)n1c3ccccc3nc21)N1CCN(c2ncccn2)CC1
entry no.	31	32	33	34	35	36
TexasRed fluor	-1%	-10%	-1%	-8%	1%	1%
Epigenetic reg	-0.1%	-1.6%	2.1%	-1.7%	0.3%	0.9%
CBFb RUNX1 block	-2%	/	0%	/	2%	12%
Tau fluor cs	-3%	0%	-18%	4%	2%	1%
GLA spleen mod	-2%	/	8%	/	3%	-4%
Tau FP inhib	1%	-3%	2%	-1%	0%	-2%
TRb-SRC2 inh	-9%	-7%	-4%	9%	5%	5%
NPSR antag	-2%	/	-17%[46.1 µM]	/	5%[46.1 µM]	-7%[46.1 µM]

37) CC(C)(C)c1ccc(S(=O)(=O)CCc2ccccn2)cc1
38) COc1ccc(C(=O)N2CCC(C(=O)Nc3ccc4c(c3)OCCO4)CC2)cc1
39) O=C(CCC1N=C2c3ccccc3N=C(SCc3ccc(F)cc3)N2C1=O)NCc1ccc(F)cc1 (stereo not given)
40) CC(C)NC(=O)N1CCN(c2ccncc2S(=O)(=O)N2CCOCC2)CC1
41) Cc1cccc2cc3c(N)c(C(=O)N4CCOCC4)sc3nc12
42) COC(=O)c1ccc([C@@H]2Nc3c(OC)ccc(C)c3[C@@H]3C=CC[C@@H]32)cc1
entry no.	37	38	39	40	41	42
TexasRed fluor	0%	0%	-4%	-3%	-2%	-3%
Epigenetic reg	-3.0%	1.6%	-1.3%	1.9%	0.9%	0.9%
CBFb RUNX1 block	3%	-3%	/	-3%	2%	/
Tau fluor cs	-3%	-16%	5%	-1%	-18%	?
GLA spleen mod	-1%	-4%	/	-4%	-7%	/
Tau FP inhib	3%	10%	-3%	0%	?	?
TRb-SRC2 inh	-14%	-1%	1%	-21%	-6%	10%
NPSR antag	-10%[46.1 µM]	-5%[46.1 µM]	/	6%[46.1 µM]	-13%[46.1 µM]	/

43) CC1=CC(C)C2C(=O)N(CCC[N+](C)(C)C)C(=O)C2C1 (stereo not given)
44) NC(=O)C1CC(=O)N(c2ccc(OCc3c(Cl)cccc3Cl)cc2)C1 (stereo not given)
45) CCOc1ccc(-n2c(SCC(N)=O)nc3c(oc4ccccc43)c2=O)cc1
46) CCOC(=O)c1c(NC(=O)C(Sc2ccccc2)c2ccccc2)sc(C(=O)N(C)C)c1C (stereo not given)
47) CC(C)(C)C1CCC(=O)C(C2(O)C(=O)Nc3ccccc32)C1 (stereo not given)
48) Cc1c(C2OC(=O)C3(CCCCC3)C(=O)C2(C)C)c(=O)n(-c2ccccc2)n1C (stereo not given)
49) CC1=C(C(=O)OC2CCCC2)C(c2c(Cl)cccc2Cl)CC(=O)N1 (stereo not given)
50) O=C(Nc1ccc(S(=O)(=O)N2CCOCC2)cc1)c1ccc(Cl)s1
entry no.	43	44	45	46	47	48	49	50
TexasRed fluor	1%	-4%	-17%	-1%	0%	1%	1%	-2%
Epigenetic reg	-2.7%	0.0%	0.0%	0.0%	-1.1%	-0.4%	0.1%	-0.1%
CBFb RUNX1 block	2%	-4%	/	-5%	-6%	3%	/	4%
Tau fluor cs	3%	-11%	5%	-10%	5%	7%	-16%	?
GLA spleen mod	1%	0%	/	-18%	1%	1%	/	3%
Tau FP inhib	-2%	-4%	3%	?	2%	5%	1%	?
TRb-SRC2 inh	5%	10%	-3%	8%	1%	-5%	1%	-8%
NPSR antag	13%[46.1 µM]	20%	/	?	-14%[46.1 µM]	-19%[46.1 µM]	/	-5%[46.1 µM]

Limited to TRb-SRC2 inh, for 3 of the compounds above:
entry	Structure	TRb-SRC2 inh
48	Cc1c(C2OC(=O)C3(CCCCC3)C(=O)C2(C)C)c(=O)n(-c2ccccc2)n1C (stereo not given)	-5%
46	CCOC(=O)c1c(NC(=O)C(Sc2ccccc2)c2ccccc2)sc(C(=O)N(C)C)c1C (stereo not given)	8%
43	CC1=CC(C)C2C(=O)N(CCC[N+](C)(C)C)C(=O)C2C1 (stereo not given)	5%

Not all compounds are listed; rates above refer to the full screens.
